GAA glycogen mod = alters human alpha-glucosidase cleavage of glycogen; recombinant GAA, glycogen substrate, Amplex Red glucose oxidase fluorescence; Potency, µM (top dose mostly 76.4 µM), for inactives: at the highest dose activity change, negative = inhibition, usual class: inhibitors; actives 0.38% (n = 300,000); AID 2100; active = well fitted inhibition curve with a large enough effect; inconclusive = small, poorly fitted or top-dose-only effect, or another doubt; inactive = no such curve, though single readings can be large or run the other way;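 note: 0% = full enzyme reaction and -100% = no-enzyme basal signal; the screen sought inhibitors and activators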
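Natural-substrate format: glycogen cleavage by 4 nM human enzyme, glucose read by Amplex Red coupling (Ex 573, Em 610 nm). Normalized to enzyme and no-enzyme controls.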
Active calls of the source: *; u = inconclusive; [ ] = remark or other dose. Potency is the fitted concentration of half-maximal effect.

SMILES	GAA glycogen mod
COc1cc2nc(NCCc3ccccc3)n3nc(-c4cccnc4)nc3c2cc1OC	10%[76.3 µM]
Cc1ccc(CNC(=O)c2ccc(N3CCC4(CC3)CC(c3ccccc3)=NO4)c(N)c2)cc1	-3%[76.3 µM]
Cc1ccc(C)c(S(=O)(=O)c2nnn3c2nc(Nc2ccc(F)c(Cl)c2)c2sccc23)c1	-4%[76.3 µM]
Cc1ccc(C)c(NC(c2ccccc2)c2nnc(-c3ccccc3F)o2)c1 (stereo not given)	-8%[76.3 µM]
O=C(O)C1=NN(c2ccccc2)C(=O)CC1	-11%[76.3 µM]
O=C(c1ccc2c(Cl)c3c(nc2c1)CCCC3)N1CCN(c2cccc(C(F)(F)F)c2)CC1	-8%[76.3 µM]
O=C(CN(C(=O)CNC(=O)c1cccs1)c1ccccc1F)NC1CCCCC1	-4%[76.3 µM]
COc1ccc(-c2[nH]ncc2CN2CCN(C(=O)c3cccs3)CC2)c(F)c1	-1%[76.3 µM]
CC(=O)Nc1ccccc1-c1nc2ccccc2n(C(C)C(=O)Nc2cc(Cl)ccc2C)c1=O (stereo not given)	-6%[76.3 µM]
Cc1ccccc1C(=O)NCCCNC(=O)c1cnccn1	5%
COc1cc(/C=C/C2=NNC(=O)CC2)cc(OC)c1OC	-4%
O=C(N/N=C/c1ccc([N+](=O)[O-])o1)c1ccc2c(c1)OCO2	-15%[76.3 µM]
Cc1ccc(SCc2c(C(=O)N/N=C/c3ccncc3)nnn2-c2nonc2N)cc1	-2%[76.3 µM]
COc1ccccc1CN1COc2ccc3c(oc(=O)c4ccccc43)c2C1	8%[76.3 µM]
Cc1ccc(CNC(=O)CCC(=O)Nc2nnc(C)s2)cc1	7%[76.3 µM]
Cc1ccc(C)c(CSc2cn(CC(=O)N3CCCC3)c3ccccc23)c1	-10%[76.3 µM]
Cc1nnc(CN(C)C(=O)c2cc(COc3ccc(F)cc3Cl)on2)o1	1%[76.3 µM]
COc1cc(CN2CCC(C)CC2)ccc1OCc1ccccc1	-8%[76.3 µM]
Cc1ccc(N(CC(=O)NCCc2ccccc2)C(=O)CCC(=O)Nc2cc(C)ccn2)cc1	-1%[76.3 µM]
CCOc1ccc(NC(=O)NCCN2CCN(c3cccc(C)c3C)CC2)cc1	9%
O=C(CCc1ccccc1)Nc1ccnn1C1CCN(C/C=C/c2ccccc2)CC1	7%[76.3 µM]
O=C(CSc1nc2ccccc2c(=O)n1CC1CCCO1)Nc1ccccc1 (stereo not given)	10%[76.3 µM]
CCNC(=S)N(CCCN(CC)CC)Cc1cc2cc3c(cc2[nH]c1=O)OCO3	2%[76.3 µM]
CCCCN(Cc1ccccc1)S(=O)(=O)c1ccc2c(c1)CC(C)N2C(=O)CC (stereo not given)	-16%[76.3 µM]
Cc1ccc(C)c2sc(NC(=O)C3CC3)nc12	12%[76.3 µM]
COC(=O)N1C(=O)[C@](CC(C)C)(c2ccccc2)N1C(=O)OC	12%[76.3 µM]
CCCNC(=O)c1ccc2c(c1)nc(C)n2-c1cccc(Cl)c1	-4%
Cc1ccc(-c2n[nH]c(Cc3ccccc3)n2)cc1	-13%[76.3 µM]
Cc1ccccc1OCc1nc2c3cnn(-c4ccccc4Br)c3ncn2n1	6%[76.3 µM]
CN1CC(=O)N2C(c3cccc([N+](=O)[O-])c3)c3[nH]c4ccccc4c3C[C@H]2C1=O (stereo not given in full)	10%
O=C(Nc1cccc([N+](=O)[O-])c1)c1ccc2c(c1)C(=O)N(c1ccccn1)C2=O	5%[76.3 µM]
CC(C)N(Cc1ccccc1)C(=O)CN1C(=O)c2ccccc2C1=O	2%[76.3 µM]
O=C(/C=C/c1ccc([N+](=O)[O-])cc1)c1ccco1	1%[76.3 µM]
Cn1c(C(=O)N2CCC(C(=O)NCc3ccccc3)CC2)cc2sccc21	-16%[76.3 µM]
CCOC(=O)c1c(NC(=O)COc2cccc(C(F)(F)F)c2)sc2c1CCCCC2	12%[76.3 µM]
CC1Sc2ccc(S(=O)(=O)N3CCC(C(=O)Nc4cccc(Cl)c4)CC3)cc2NC1=O (stereo not given)	5%[76.3 µM]
CC(C)CC(=O)N1CCN(Cc2ccc(Cl)cc2)CC1	14%[76.3 µM]
CNC(=O)c1c[nH]c2ccc(S(=O)(=O)Nc3ccccc3F)cc2c1=O	-6%
CC(=O)NCCNc1nc2c(-c3cccc(C(F)(F)F)c3)nnn2c2ccccc12	1%
O=C1C(=O)N(CC2COc3ccccc3O2)c2ccccc21 (stereo not given)	-3%

Sorted by count of non-hydrogen atoms (ascending): part of the list above.
SMILES	GAA glycogen mod
Cc1ccc(C)c2sc(NC(=O)C3CC3)nc12	12%[76.3 µM]
Cc1ccccc1C(=O)NCCCNC(=O)c1cnccn1	5%
O=C(Nc1cccc([N+](=O)[O-])c1)c1ccc2c(c1)C(=O)N(c1ccccn1)C2=O	5%[76.3 µM]
O=C(CCc1ccccc1)Nc1ccnn1C1CCN(C/C=C/c2ccccc2)CC1	7%[76.3 µM]
Cc1ccc(CNC(=O)c2ccc(N3CCC4(CC3)CC(c3ccccc3)=NO4)c(N)c2)cc1	-3%[76.3 µM]

Next entries
SMILES	GAA glycogen mod
Cc1ccccc1C(=O)N1N=C(c2cccc(NS(C)(=O)=O)c2)CC1c1cccs1 (stereo not given)	-15%
CC[C@H](C)[C@@H](CN[C@H](CCCCNC)CNC)NCC1CCCC1	12%[76.3 µM]
Cc1ccc(C)c(N2CCN(C3CCCCC3NS(=O)(=O)c3ccccc3)CC2)c1 (stereo not given)	-1%[76.3 µM]
O=C(CNC(=O)c1cccnc1)N/N=C/c1ccc(O)cc1O	1%
O=C(N/N=C/c1cccc(O)c1)N/N=C/c1cccc(O)c1	-8%
CCCn1c(=O)c2sccc2n2c(CCCC(=O)Nc3ccccc3F)nnc12	15%[76.3 µM]
O=C(CCCN1C(=O)[C@H]2CC=CC[C@H]2C1=O)NCc1nc(-c2ccc(Cl)cc2)no1	-3%[76.3 µM]
COc1ccccc1C(=O)Nc1ccc(S(=O)(=O)N2CCCCC2)cc1	1%
COCCNC(=S)N(CCN(C)C)Cc1cc2cc3c(cc2[nH]c1=O)OCO3	12%[76.3 µM]
CCOc1ccccc1C(=O)Nc1cc(-c2ccc(C)cc2)no1	13%[76.3 µM]
Cc1cccc(N2CCN(C(=O)NCc3noc4ccccc34)CC2)c1C	11%[76.3 µM]
O=C(CCc1c[nH]c2ccccc12)NCCc1ccc(O)cc1	0%
O=C(Nc1ccc(Cl)cc1)c1cc(Br)ccc1OCC(=O)N1CCOCC1	-17%[76.3 µM]
CCCCOCCCN1CC(=O)N2[C@@H](Cc3c([nH]c4ccccc34)C2(C)C)C1=O	2%
Cc1ccccc1CN1[C@@H]2c3ccccc3C[C@@H]2OCCS1(=O)=O	-6%[76.3 µM]
CC(NC(=O)c1ccc2c(c1)CCN2S(C)(=O)=O)c1ccccc1 (stereo not given)	-5%[76.3 µM]
Cc1cccc(NC(=O)c2ccccc2NC(=O)c2ccccc2)n1	3%
O=C(CN(CC1CCCO1)C(=O)CNS(=O)(=O)c1ccc(F)cc1)NCCc1ccccc1 (stereo not given)	2%
O=C(NCc1cccnc1)Nc1cccc(Cl)c1	-3%[76.3 µM]
O=C(Nc1ccc(C(=O)c2ccccc2)cc1)c1ccccc1	-5%

Quoted at random: 3 entries already listed, in no set order.
SMILES	GAA glycogen mod
Cn1c(C(=O)N2CCC(C(=O)NCc3ccccc3)CC2)cc2sccc21	-16%[76.3 µM]
COc1cc2nc(NCCc3ccccc3)n3nc(-c4cccnc4)nc3c2cc1OC	10%[76.3 µM]
O=C(CCc1c[nH]c2ccccc12)NCCc1ccc(O)cc1	0%

Carrying on.
SMILES	GAA glycogen mod
Cc1cc(S(=O)(=O)Nc2ccc(N3CCOCC3)cc2)ccc1Br	-7%
O=C(CN1C(=O)c2ccccc2C1=O)Nc1cccc(Cl)c1	-4%[76.3 µM]
CCOC(=O)c1cc(-c2ccc(C)cc2)n(CCC(=O)Nc2nc3c(C)cccc3s2)c1C	1%[76.3 µM]
Cc1cnc(CNC(=O)C2CCC(=O)N(Cc3ccc(Cl)cc3)C2)[nH]1 (stereo not given)	-3%[76.3 µM]
Cc1nn(CC(=O)Nc2ccc(F)cc2)c(=O)c2ccccc12	4%
COc1cc2c(cc1OC)CN(C(=O)C1CCN(S(=O)(=O)c3ccccc3F)CC1)CC2	-5%[76.3 µM]
Cc1ccc(NS(=O)(=O)c2c(C)nc3sccn3c2=O)cc1	21%[76.3 µM]
C#C[C@]1(OC(C)=O)CCC2C3CCC4=CC(=O)CC[C@@H]4C3CC[C@@]21C (stereo not given in full)	13%[76.3 µM]
CCCc1nc2nc(C)c(NS(=O)(=O)c3ccc(C(C)(C)C)cc3)c(=O)n2[nH]1	3%
Fc1ccc(NC(=S)Nc2cccc3ccccc23)cc1F	2%[76.3 µM]
Cc1ccc(S(=O)(=O)c2nc(-c3ccc(F)cc3)oc2N2CCN(c3ccccc3)CC2)cc1	4%[76.3 µM]
COc1cccc2cc(C(=O)NCc3ccccc3Br)c(=O)oc12	-2%[76.3 µM]
Cc1ccc(C(=O)NC2CCCc3ccccc32)cc1[N+](=O)[O-] (stereo not given)	-8%
CC(=O)Nc1ccc(NC(=O)CSc2ccc(-c3sc(C)nc3C)nn2)cc1	-2%[76.3 µM]
Clc1ccc(CN2C3=NCCCN3c3ccccc32)c(Cl)c1	-4%
CC(C)C[C@H](NC(=O)C1CC(=O)N(c2ccc3c(c2)OCO3)C1)C(=O)NCc1ccco1 (stereo not given in full)	-4%[76.3 µM]
CC(=O)N1CCOc2ccc(S(=O)(=O)N3CC(C)CC(C)C3)cc21 (stereo not given)	3%[76.3 µM]
COc1cccc(-c2nc(CS(=O)(=O)CC(=O)N3CCN(c4cc(C)ccc4C)CC3)c(C)o2)c1	-17%[76.3 µM]
COc1cccc(C(=O)N2CCC(n3nccc3NC(=O)C(OC)c3ccccc3)CC2)c1 (stereo not given)	-2%[76.3 µM]
COc1ccc(N/C(N)=N/c2nc(C)c(Cc3ccccc3)c(=O)[nH]2)cc1	-10%[76.3 µM]

Not a retest: entries from further up.
SMILES	GAA glycogen mod
Cc1ccc(S(=O)(=O)c2nc(-c3ccc(F)cc3)oc2N2CCN(c3ccccc3)CC2)cc1	4%[76.3 µM]
COc1cccc2cc(C(=O)NCc3ccccc3Br)c(=O)oc12	-2%[76.3 µM]
Cc1ccc(C(=O)NC2CCCc3ccccc32)cc1[N+](=O)[O-] (stereo not given)	-8%
CC(=O)Nc1ccc(NC(=O)CSc2ccc(-c3sc(C)nc3C)nn2)cc1	-2%[76.3 µM]

New compounds follow.
SMILES	GAA glycogen mod
Cc1cc(S(=O)(=O)NCc2cccnc2)ccc1F	10%[76.3 µM]
Cc1cc(C)cc(-n2c(=O)c3ccccc3n(CC(=O)NCC3CCCO3)c2=O)c1 (stereo not given)	1%
O=C(NC(=S)Nc1ccc2[nH]c(=O)[nH]c2c1)c1ccccc1Cl	-12%[76.3 µM]
C/C(=N\NC(=O)c1c(Cl)c(C)nn1C)c1ccc(NC(=O)C2CCC2)cc1	-15%[76.3 µM]
COc1ccc(Nc2nnc(-c3ccc(C)c(S(=O)(=O)N4CCOCC4)c3)c3ccccc23)cc1	6%[76.3 µM]
Cc1cccc(NC(=O)CSc2nnc(CNC(=O)c3cccc(C)c3)n2-c2ccccc2)c1	-7%[76.3 µM]
COc1ccc(NC(=O)Cn2nnc(C(=O)NCc3ccco3)c2N)cc1	2%[76.3 µM]
Cc1ccc(NC(=O)C(C)N2C(=O)c3ccccc3C2=O)c(C)c1 (stereo not given)	-3%[76.3 µM]
CSc1ccc(S(=O)(=O)N2CCC(C(=O)Nc3ccc(NC(C)=O)cc3)CC2)cc1	-10%
Cc1cc(N2CCCCC2)nc2ccc(NC(=O)/C=C/c3ccc(OCCC(C)C)cc3)cc12	5%[76.3 µM]
CC(C)[C@H](NC(=O)c1nn(Cc2ccccc2)c(=O)c2ccccc12)C(=O)O	-12%
COc1cccc(COC(=O)Nc2ccccc2F)c1	-1%
COc1cc(NS(=O)(=O)c2ccc(NC(=O)c3cccc(F)c3)cc2)nc(OC)n1	16%[76.3 µM]
CC1CC(C)CN(C(=O)Cn2c(=O)n(CCCC(=O)NCc3ccco3)c(=O)c3sccc32)C1 (stereo not given)	1%
Cc1ccc(-n2cc(CCCCCCCCC(=O)O)nn2)cc1	19%[76.3 µM]
CNC(=O)C1CC(=O)N(c2ccc(OCC(=O)NCc3ccccc3)cc2)C1 (stereo not given)	-1%
CSc1ccccc1NC(=O)CN1CCN(c2ccccn2)CC1	2%
NC(=O)CC(NC(=O)Cc1cccc2ccccc12)c1ccc(N2CCCCCC2)c([N+](=O)[O-])c1 (stereo not given)	6%[76.3 µM]
COc1ccc(C(=O)NCc2nnc(SCC(=O)c3ccccc3)o2)cc1	-4%[76.3 µM]
Cc1cc2c(=O)n(C)c(SCC(=O)Nc3cccc(O)c3)nc2s1	1%
O=S(=O)(c1cccc2nonc12)N1CCCCC1	4%[76.3 µM]
Cc1ccc(S(=O)(=O)Nc2c(C)cc(C)nc2Cl)cc1	3%
Cc1ccc(S(=O)(=O)NN2C(=O)c3ccccc3NC2c2ccccc2F)cc1 (stereo not given)	-7%
Cc1cccc(N2CCN(C(=O)Cc3ccccc3[N+](=O)[O-])CC2)c1C	-7%[76.3 µM]
COc1ccc(NC(=S)NCc2ccc(Cl)cc2)c(OC)c1	u
COc1ccc(NC(=O)c2sc3nc4c(cc3c2N)CCCCCC4)cc1	0%[76.3 µM]
CCOc1ccc(CN2CCNC(=O)C2CC(=O)NCc2cc(C)n(C)n2)cc1 (stereo not given)	-13%[76.3 µM]
COc1ccc(CCNC(=O)CCc2c(C)nc3c4cccnc4nn3c2C)cc1OC	12%[76.3 µM]

Some of the compounds tested. The share of hits here may be higher or lower than overall.
